Bioassay records: PubChem BioAssay, several laboratories
Anthrax LF inh2: inhibitors of Bacillus anthracis lethal factor protease; actives 0.12% (n = 360,000); inhibition, % at 10 µM; AID 588501; multiplex microsphere protease cleavage assay, LF; P15917; also: plate controls were buffer without enzyme for full effect and enzyme alone for no effect
Target sequence (P15917 whole entry, looked up): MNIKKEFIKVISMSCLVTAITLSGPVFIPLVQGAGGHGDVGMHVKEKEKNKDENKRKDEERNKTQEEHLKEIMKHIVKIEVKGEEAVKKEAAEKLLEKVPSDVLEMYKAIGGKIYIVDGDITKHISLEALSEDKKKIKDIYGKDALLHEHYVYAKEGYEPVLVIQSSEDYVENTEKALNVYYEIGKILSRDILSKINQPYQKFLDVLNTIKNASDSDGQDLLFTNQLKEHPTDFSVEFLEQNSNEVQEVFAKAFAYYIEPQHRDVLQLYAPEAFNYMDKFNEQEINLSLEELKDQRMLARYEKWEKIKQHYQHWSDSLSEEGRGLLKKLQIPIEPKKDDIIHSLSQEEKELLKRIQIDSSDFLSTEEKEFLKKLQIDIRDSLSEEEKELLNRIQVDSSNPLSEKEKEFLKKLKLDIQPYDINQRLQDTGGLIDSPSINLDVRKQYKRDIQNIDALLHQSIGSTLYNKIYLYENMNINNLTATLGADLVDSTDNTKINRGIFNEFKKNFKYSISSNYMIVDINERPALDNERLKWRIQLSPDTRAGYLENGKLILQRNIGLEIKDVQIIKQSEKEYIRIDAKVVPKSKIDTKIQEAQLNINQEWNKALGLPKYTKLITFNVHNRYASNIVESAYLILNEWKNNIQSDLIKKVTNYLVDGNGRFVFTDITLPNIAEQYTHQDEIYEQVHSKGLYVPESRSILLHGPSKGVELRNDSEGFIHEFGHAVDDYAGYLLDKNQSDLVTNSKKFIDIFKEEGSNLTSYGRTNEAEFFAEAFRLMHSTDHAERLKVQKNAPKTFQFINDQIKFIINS
PriA SSB inh: blocks PriA binding to SSB C-terminal tail; AID 1272365; actives 0.6% (n = 430,000); inhibition, % at 33 µM; AlphaScreen SSBct-PriA binding, biotinylated peptide; in the data active = inhibition mostly above about 37%, no sharp cut-off; inactive = mostly below about 20%;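 also: plate controls were negative control peptide for no effect and reference peptide for full effect; strong numbers were not always called active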
DUSP3 inh: blocks human VHR1 dual specificity phosphatase; P51452; recombinant VHR phosphatase, pNPP absorbance; inhibition, % at 13.3 µM; actives 0.52% (n = 290,000); in the data active = inhibition above about 50%; also: some compounds called inactive have numbers as strong as hits
Rv3671c inh: inhibits the M. tuberculosis serine protease Rv3671c | inhibition, % at 5.96 µM | P9WHR9 | actives 0.048% (n = 320,000); in the data active = inhibition above about 38%;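 also: extracellular domain of Rv3671c used as enzyme; 0% = enzyme with DMSO and 100% = no enzyme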
BoNT-F LC inh: BoNT F light chain protease inhibition; Multiplex microsphere protease cleavage assay, flow cytometry; inhibition, % at 10 µM; actives 0.22% (n = 360,000); in the data active = inhibition above about 35%, passing the limit was not always enough; inconclusive = no clear call, values can overlap the other calls; also: plate controls were buffer without enzyme for full effect and enzyme alone for no effect
BoNT-A LC inh2: BoNT A light chain protease inhibition; multiplex microsphere protease substrate cleavage, flow cytometry; inhibition, % at 10 µM; actives 0.17% (n = 360,000); AID 588499; also: plate controls were buffer without enzyme for full effect and enzyme alone for no effect
PrPC surface inh: reduces human prion protein on the cell surface; actives 0.43% (n = 370,000); P04156; cell surface PrPC, TR-FRET read-out; AID 720596; inhibition, % at 13.8 µM; in the data active = inhibition above about 24%; also: 0% = median of the test wells and 100% = reference compound wells
SARS 3CLpro inh: SARS-CoV 3CLpro protease inhibition; inhibition, % at 6 µM; actives 0.14% (n = 290,000); recombinant SARS-CoV 3CLpro, quenched FRET peptide cleavage; P0C6X7; in the data active = inhibition above about 12%
MazF activator: activators of E. coli MazEF toxin-antitoxin RNase; P0AE70; FAM/BHQ RNA-DNA oligo cleavage fluorescence, 5 h; activation, % at 20 µM; actives 0.32% (n = 350,000); AID 504720; in the data active = activation above about 50%
Target sequence (P0AE70 whole entry, looked up): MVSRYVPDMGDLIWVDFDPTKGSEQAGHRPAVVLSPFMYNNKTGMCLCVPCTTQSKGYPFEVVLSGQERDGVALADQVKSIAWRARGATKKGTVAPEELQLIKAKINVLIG
CCHF vOTU inh: CCHFV vOTU protease inhibition; Pep-AMC fluorescence; inhibition, % at 11.5 µM; actives 0.55% (n = 370,000); in the data active = inhibition above about 30%; also: 0% = vehicle wells with enzyme and 100% = no enzyme wells
* marks the source's active call; other numbers are inactive results; ? = inconclusive; / = no result given; & = joins results of further samples. Rule as the data show it, unless noted: active = inhibition above about 30%; inconclusive = no clear call, values can overlap the other calls; inactive = below that. A portion of the library. The share of hits here may be higher or lower than overall.

SMILES | Anthrax LF inh2 | PriA SSB inh | DUSP3 inh | Rv3671c inh | BoNT-F LC inh | BoNT-A LC inh2 | PrPC surface inh | SARS 3CLpro inh | MazF activator | CCHF vOTU inh
O=C(N/N=C/c1ccc(OC(=O)c2ccco2)cc1)c1ccncc1 | -1 | / | 31 | 5 | 3 | -0.2 | 2 | -10 | -7 | -1
O=C(c1cc(S(=O)(=O)N2CCCC2)c(Cl)cc1Cl)N1CCCC1 | -4 | -5 | 20 | 1 | -1 | 1.0 | 2 | 1 | 4 | -3
O=C1C2C3C=CC(C4CC34)C2C(=O)N1/N=C/c1cccs1 (centres undefined) | -2 | / | -1 | -6 | -8 | -0.8 | 1 | -2 | -4 | -6
CC1C/C(=C\c2cccnc2)C(=O)/C(=C/c2cccnc2)C1 (centres undefined) | -1 | -1&0 | 10 | -8 | -11 | -1.7 | -5 | -1 | 1 | -20
CCC(C)C(NC(=O)OC(C)(C)C)C(=O)NC(C)C(N)=O (centres undefined) | 1 | -16 | 7 | 3 | -3 | -0.8 | 3 | -2 | 3 | 2
Cn1nnnc1SC(C(=O)Nc1ccc(F)cc1)c1ccccc1 (centres undefined) | -2 | -3 | 43 | 3 | -2 | -0.8 | 0 | -3 | -20 | -6
CCOC(=O)C1=C(N)OC2=C(C(=O)CC(C)(C)C2)C1c1cccnc1 (centres undefined) | -2 | -2 | 18 | -6 | 0 | 0.9 | 1 | 0 | -1 | -1
CCNc1ccc(S(N)(=O)=O)cc1[N+](=O)[O-] | 2 | 7 | 4 | 9 | 5 | 1.6 | -17 | -4 | 11 | 7
O=C(c1ccccc1)N1CCN(c2ccc(Cl)cc2)CC1 | -4 | -4 | -6 | 0 | -8 | -0.1 | 7 | 1 | -9 | 5
Cn1c(=O)c(-c2ccccc2N)nc2ccccc21 | 0 | -4 | 17 | 3 | 11 | 6.5 | -18 | -3 | 1 | -4
CC(=O)N(C)c1ccc(NC(=O)Nc2ccc(Cl)cc2)cc1 | / | 0 | / | 3 | / | / | 14 | / | -7 | 18
CN(C)c1ccc(CNC(=O)C2Cc3c(-c4ccccc4Oc4ccccc4)ccnc3O2)cc1 (centres undefined) | 0 | / | / | / | -8 | 0.2 | 12 | / | / | -14
CC(=O)c1c(C)[nH]c(C(=O)OCC(=O)Nc2cc(C)on2)c1C | -8 | -7 | 10 | -6 | 9 | -0.3 | 0 | 1 | 6 | -4
COc1ccc(OC)c(Nc2nc(NCc3ccco3)nc(N)c2[N+](=O)[O-])c1 | 6 | -6&-1 | 8 | -7 | 4 | -0.1 | -7 | 5 | -4 | 3
CN(CCCNC(=O)Cn1c(=O)c2cccn2c2ccccc21)Cc1ccccc1 | 2 | -5 | 27 | -1 | 1 | 0.5 | -12 | -1 | 3 | -2
CSc1sc(C(=O)N2CCCCC2)c(-c2cccs2)c1C#N | -14 | -9 | 8 | 2 | ? | 1.4 | 11 | 4 | -5 | 1
COc1ccc(N2C(=O)/C(=C/c3cc(C)n(-c4ccc(C)cn4)c3C)C(=O)NC2=S)c(OC)c1 | 9 | 3 | 10 | -2 | -2 | 19 | 4 | 1 | 12 | -7
CC(C)CCNC(=O)c1cc2c(s1)-c1ccccc1S(=O)(=O)C2 | 4 | -7 | 12 | -3 | -9 | -0.6 | -4 | 2 | 3 | -4
O=C(C1CCCO1)N1CCN(c2ccccn2)CC1 (centres undefined) | -3 | -6 | 15 | 12 | -3 | -0.2 | -1 | 1 | 1 | -8
Cc1ccc(NC(=O)N2CCCc3ccccc32)cc1C | -3 | 1 | 53* | -9 | -6 | -3.2 | 4 | 2 | 1 | 15

Exported in CSV form: part of the list above
SMILES,Anthrax LF inh2,PriA SSB inh,DUSP3 inh,Rv3671c inh,BoNT-F LC inh,BoNT-A LC inh2,PrPC surface inh,SARS 3CLpro inh,MazF activator,CCHF vOTU inh
COc1ccc(OC)c(Nc2nc(NCc3ccco3)nc(N)c2[N+](=O)[O-])c1,6,-6&-1,8,-7,4,-0.1,-7,5,-4,3
CN(CCCNC(=O)Cn1c(=O)c2cccn2c2ccccc21)Cc1ccccc1,2,-5,27,-1,1,0.5,-12,-1,3,-2
CSc1sc(C(=O)N2CCCCC2)c(-c2cccs2)c1C#N,-14,-9,8,2,?,1.4,11,4,-5,1
COc1ccc(N2C(=O)/C(=C/c3cc(C)n(-c4ccc(C)cn4)c3C)C(=O)NC2=S)c(OC)c1,9,3,10,-2,-2,19,4,1,12,-7
CC(C)CCNC(=O)c1cc2c(s1)-c1ccccc1S(=O)(=O)C2,4,-7,12,-3,-9,-0.6,-4,2,3,-4
O=C(C1CCCO1)N1CCN(c2ccccn2)CC1 (centres undefined),-3,-6,15,12,-3,-0.2,-1,1,1,-8

(cont.)
SMILES | Anthrax LF inh2 | PriA SSB inh | DUSP3 inh | Rv3671c inh | BoNT-F LC inh | BoNT-A LC inh2 | PrPC surface inh | SARS 3CLpro inh | MazF activator | CCHF vOTU inh
COc1ccc(Br)cc1S(=O)(=O)N1CCCC1 | -1 | -4 | 9 | 2 | 29 | -0.2 | 4 | -1 | -14 | 3
Clc1cccc(Cc2c(C3CCCCC3)nc3ccc(Br)cn23)c1 | 1 | / | / | / | -8 | 0.1 | 13 | / | / | 19
COc1ccccc1N(CC1CO1)S(=O)(=O)c1ccc(C)cc1 (centres undefined) | 1 | -5 | -6 | 0 | 3 | 0.1 | -5 | -5 | 6 | 1
COc1ccc(CNC(=O)CCNS(=O)(=O)c2cc(Br)cnc2N)cc1 | -2 | -4 | -25 | 0 | 3 | 0.5 | / | -6 | 5 | /
FC(F)(F)c1ccccc1Cc1c(-c2cccc(Br)c2)nc2ccc(Cl)cn12 | -2 | / | / | / | 2 | 1.3 | 3 | / | / | 5
COC(=O)C1=[N+]([O-])OC(C(=O)OC)C1c1c[nH]c2ccccc12 (centres undefined) | -2 | -10 | 10 | -8 | 4 | 0.4 | 5 | -4 | 2 | 4
CCOc1ccc(-c2ccc(SCC(=O)Nc3nnc(CC)s3)nn2)cc1 | 0 | 0&10 | 18 | 7 | -6 | -0.5 | -9 | 2 | 13 | -21
CCCCC(=O)NN(C)c1nc(-c2ccccc2)nnc1C(F)(F)F | -1 | 0 | 37 | -8 | 4 | 0.4 | 0 | 0 | 2 | 6
Cc1c(Cl)cccc1NC(=S)NCc1ccc(Cl)cc1 | 0 | -22 | / | 4 | -18 | 0.8 | 6 | 5 | 13 | -4
O=C(CNS(=O)(=O)c1cccs1)N1CCN(c2ccccn2)CC1 | 0 | 8 | 27 | 6 | -5 | -0.6 | -3 | -1 | -5 | 6
COc1ccccc1C(=O)Nc1ccnn1C1CCN(Cc2ncc[nH]2)CC1 | -4 | -10 | -7 | 6 | 4 | 1.2 | -6 | -3 | -23 | -10
CCOC(=O)CN1C(=O)/C(=C/c2ccc(Cl)cc2)Oc2ccccc21 | 7 | -4 | 6 | 3 | 2 | -6.6 | -3 | 3 | 3 | 8
CC(=O)c1ccc(NC(=O)CCNC(=O)c2ccccc2Cl)cc1 | 13 | -12 | 5 | 1 | 5 | 3.2 | -4 | -1 | 1 | 13
CCn1c2ccccc2c2nnc(SCC(=O)N3CC(C)OC(C)C3)nc21 (centres undefined) | 2 | -2 | 4 | 2 | -4 | 0.3 | -11 | 4 | 2 | 6
CC(=O)n1nc(-c2ccco2)nc1N | -1 | -12 | 32 | 2 | -2 | 0.1 | -6 | 1 | 4 | -6
COC(=O)c1ccc2nc(C)c(C)nc2c1 | -2 | -7 | -2 | -4 | 0 | ? | 2 | -1 | -7 | 22
O=C(OCC(=O)N1CCNC1=O)c1ccccc1Cl | -3 | / | / | / | -4 | 0.3 | -8 | / | 4 | -7
O=C(NCCO)/C(=C/c1cccc([N+](=O)[O-])c1)NC(=O)c1ccco1 | 0 | -10 | 27 | -6 | -6 | -0.6 | -13 | -1 | 4 | 6
Cc1ccc(CN2CCN(Cc3cccn3-c3ccc(Cl)cn3)CC2CCO)o1 (centres undefined) | -1 | -1 | 13 | -5 | 0 | -0.7 | -3 | 3 | 1 | -11
O=C(O/N=C1/CCSc2ccccc21)c1ccccc1 | -2 | / | 10 | -4 | 2 | -0.2 | 1 | -2 | 1 | 2
Cc1c(Cl)cccc1N(CC(=O)NC1CCCCC1)S(C)(=O)=O | 0 | -13 | 10 | 7 | 9 | 0.5 | 6 | 2 | -2 | -2
C[C@]12c3[nH]c4ccccc4c3CCN1C(=O)C(CC(=O)NCCN1CCOCC1)C[C@@H]2C(=O)N1CCCCC1 (some centres undefined) | -9 | 0 | / | 9 | -4 | -0.4 | 1 | / | -2 | 0
Cc1cc(NC(=O)CCC(=O)N(Cc2ccco2)C2(C(=O)NC3CCCCC3)CCN(C)CC2)no1 | -1 | -26 | 21 | -5 | 13 | -0.3 | -4 | 1 | 7 | 6
O=C(COC(=O)c1ccc2c(c1)OCO2)NCc1ccc(Cl)cc1 | 4 | 4 | 14 | -2 | ? | 1.1 | 3 | -5 | -14 | 16
CCc1nc(SCc2ccc(F)cc2)[nH]c(=O)c1C#N | -3 | -13 | -5 | -1 | -5 | -0.4 | -4 | 3 | 2 | 9
O=C(NCCc1ccc(O)c(O)c1)C1COc2ccccc2O1 (centres undefined) | 1 | 7 | 28 | 2 | -4 | -1.0 | 1 | 7 | -3 | -17
COc1cccc(CC2(CO)CCN(CC3=CC[C@H]4C[C@@H]3C4(C)C)CC2)c1 | -8 | -3 | 15 | 3 | -10 | -0.9 | 2 | 3 | 7 | -1
O=C(CSc1n[nH]c(=O)n1-c1ccccc1)Nc1ccccc1C(F)(F)F | -1 | -1 | -14 | -3 | -12 | -1.9 | -5 | -2 | 2 | -1
COc1cc([C@H]2c3[nH]c4ccccc4c3C[C@H]3C(=O)N4[C@@H](c5cc(OC)c(OC)c(OC)c5)c5[nH]c6ccccc6c5C[C@H]4C(=O)N23)cc(OC)c1OC | -1 | -3 | -11 | -43 | 3 | 0.1 | / | -1 | -4 | /
Cc1cccn2c(=O)c3cc(C#N)c(=N)n(Cc4cccnc4)c3nc12 | 1 | -2 | / | / | 7 | 0.8 | -8 | -6 | 1 | 4
O=C(NNC(=O)C12CC3CC(CC(C3)C1)C2)[C@@H]1C[C@H]1c1ccccc1 | -6 | 7 | 27 | -5 | 1 | -0.5 | 1 | -2 | 4 | 4
CCS(=O)(=O)c1ccc2oc(Nc3ccccc3C)nc2c1 | -6 | 9 | 36 | 13 | -6 | -0.6 | -3 | 0 | 30 | 10
COc1cc(OC)c(OC)cc1CNCCSc1nnnn1C | 4 | 4 | 28 | -8 | -3 | 0.6 | -5 | 2 | 3 | 27
COC(=O)[C@H](Cc1ccccc1)NC(=O)[C@@]1(C)C[C@@H]1[C@@H](NC(=O)OCc1ccccc1)c1ccccc1 | 2 | 3 | 5 | 6 | -7 | 0.0 | 1 | -4 | 4 | 1
Cc1cccc(-n2c(Cc3cc(=O)[nH]c(=O)[nH]3)nnc2SCC(=O)NCC2CCCO2)c1 (centres undefined) | 3 | 0 | 5 | 3 | 7 | -0.4 | 2 | -3 | -4 | 10
O=c1[nH]c(=S)[nH]c(O)c1N=Nc1cc(S(=O)(=O)Nc2ccc(Cl)cc2)ccc1Cl | -7 | 10 | / | 34 | -12 | -3.5 | -1 | / | -1 | 7
CSc1cccc(NC(=O)CN(c2cc(C)ccc2C)S(C)(=O)=O)c1 | -5 | 9 | 28 | -4 | -8 | -0.2 | 10 | -5 | 1 | -1
CSc1ccc(CN2CCCC(CNC(=O)c3ccc(F)cc3)C2)cc1 (centres undefined) | 4 | 9 | 22 | 1 | 0 | 0.5 | -5 | -2 | -1 | 4
Cc1ccc(S(=O)(=O)NN2C(=O)c3ccccc3NC2c2ccccn2)cc1 (centres undefined) | 1 | -7 | 27 | 1 | -1 | -0.9 | 9 | 1 | -12 | -23
Cc1cc(C)c(C2=CSC3=NS(=O)(=O)CCN23)c(C)c1 | -7 | -5 | -1 | 1 | -15 | -2.1 | 3 | 1 | -20 | -2
